High-throughput results as filed in PubChem BioAssay.
GAA glycogen mod: alters human alpha-glucosidase cleavage of glycogen | 300,000 tested, 0.38% active | AID 2100 | recombinant GAA, glycogen substrate, Amplex Red glucose oxidase fluorescence | P10253 | Potency, µM (top dose mostly 76.4 µM), without a hit: top-dose activity change, negative = inhibition, most hits filed as inhibitors; active = well fitted inhibition curve with a large enough effect; inconclusive = small, poorly fitted or top-dose-only effect, or another doubt; inactive = no such curve, though single readings can be large or run the other way;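 note: 0% = full enzyme reaction and -100% = no-enzyme basal signal; the screen sought inhibitors and activators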
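Recombinant enzyme (4 nM final) with compounds titrated up to 77 uM and bovine liver glycogen (30 ug) in citrate pH 5.0, 0.01% Tween-20, 37 C 40 min. Released glucose detected by Amplex Red/glucose oxidase (Ex 573/Em 610); AC50 from Hill fits.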
Starred values were filed as active, the others as inactive; ? = inconclusive; & = joins results of further samples; [ ] = another dose, or the depositor's remark. Potency is the fitted concentration of half-maximal effect. These rows are one share of the data (hit frequency here may not be typical).

The opening four compounds, ahead of the listing:
SMILES	GAA glycogen mod
CC(=O)NCc1ccc(S(=O)(=O)N2CCCN(C)CC2)cc1	4%
Cc1cc(C)nc(SC2CC(=O)N(c3ccc(Br)cc3)C2=O)n1 (configuration not stated)	4%
Cc1ccc2c(c1)N(CC(=O)Nc1ncccc1C)C(=O)C(C(C)C)O2 (configuration not stated)	8%[76.3 µM]
CN(Cc1ccccc1Cl)C(=O)C1CCC(=O)N(CCc2cccc(F)c2)C1 (configuration not stated)	-3%[76.3 µM]

The list itself, repeating the preview:
SMILES	GAA glycogen mod
CC(=O)NCc1ccc(S(=O)(=O)N2CCCN(C)CC2)cc1	4%
Cc1cc(C)nc(SC2CC(=O)N(c3ccc(Br)cc3)C2=O)n1 (configuration not stated)	4%
Cc1ccc2c(c1)N(CC(=O)Nc1ncccc1C)C(=O)C(C(C)C)O2 (configuration not stated)	8%[76.3 µM]
CN(Cc1ccccc1Cl)C(=O)C1CCC(=O)N(CCc2cccc(F)c2)C1 (configuration not stated)	-3%[76.3 µM]
COc1cccc(C(=O)OCC(=O)NC(C)CCc2ccccc2)c1O (configuration not stated)	-1%
COc1ccc(S(=O)(=O)Nc2cc(C)on2)cc1	0%
Cc1cc(C)nc(NS(=O)(=O)c2ccc(NS(=O)(=O)c3ccc(C#N)cc3)cc2)n1	0%[76.3 µM]
N#Cc1c(-c2ccccc2)nc(SCc2cccc(C(F)(F)F)c2)[nH]c1=O	-5%
COc1ccc2oc(-c3ccccc3)c(C(=O)O)c2c1	3%
O=C(NNC(=S)Nc1ccccc1)c1cc(Br)ccc1Cl	-7%[76.3 µM]
Cn1c(N)c(Sc2ccccc2[N+](=O)[O-])c(=O)n(C)c1=O	-3%
CCOc1ccc(NC(=O)N2CCC(NC(=O)C(Cc3cccc(F)c3)NC(C)=O)CC2)cc1 (configuration not stated)	-7%[76.3 µM]

Laid out differently: 2 of the compounds above.
smiles: Cc1cc(C)nc(NS(=O)(=O)c2ccc(NS(=O)(=O)c3ccc(C#N)cc3)cc2)n1
  GAA glycogen mod: 0%[76.3 µM]

smiles: COc1ccc2oc(-c3ccccc3)c(C(=O)O)c2c1
  GAA glycogen mod: 3%

Going on with the list.
SMILES	GAA glycogen mod
COc1cc(NC(=O)C2CC(c3ccccc3O)=NO2)c(OC)cc1Cl (configuration not stated)	-2%[76.3 µM]
CCS(=O)(=O)N1CCc2cc(C(=O)Nc3cccc(C)c3C)ccc21	-4%[76.3 µM]
O=C1C(=O)N(CCCN2CCOCC2)C(c2ccc([N+](=O)[O-])cc2)/C1=C(/O)c1ccc2c(c1)OCO2 (configuration not stated)	-14%[76.3 µM]
Cc1ccccc1S(=O)(=O)Cc1ccc(C(=O)NC2CCCC2)o1	-1%[76.3 µM]
CCCn1c(C(CO)Nc2nc(-c3cccc(Br)c3)cs2)nc2ccccc21 (configuration not stated)	2%[76.3 µM]
COc1ccc(CCNCc2ccc(OCc3ccccc3)cc2)cc1	1%
N#Cc1c(-c2ccccc2)c(-c2ccccc2)n[nH]c1=O	-15%
Cc1ccc(C23CC4CC(CC(C(=O)NCC(=O)O)(C4)C2)C3)cc1	0%
COc1ccccc1C(O)P(=O)(OCC(C)C)c1ccc(N(C)C)cc1 (configuration not stated)	-15%
Cc1c(Cc2ccccc2)c(=O)oc2cc(OCC(=O)NCc3ccccn3)ccc12	-1%[76.3 µM]
CCCN1CCN(C(=O)c2cc(COc3ccc(F)cc3F)on2)CC1	-2%[76.3 µM]
CN(C(=O)COC(=O)c1cc([N+](=O)[O-])ccc1Cl)c1ccccc1	-10%
O=C(Cn1nnc(-c2ccccc2F)n1)Nc1ccc2c(c1)OCCO2	-4%[76.3 µM]
CCc1cccc(C)c1NC(=O)c1ccc2nc(N3CCOCC3)sc2c1	5%[76.3 µM]
COc1ccc(S(=O)(=O)N2CCC(NC(=O)c3cccnc3)CC2)cc1	6%
Cc1ccc(C)c(C(C)NC(=S)NC2CCCCC2)c1 (configuration not stated)	-13%[76.3 µM]
COc1ccc2c(Sc3ccc(Cl)cc3)c(C(=O)NCCCN3CCCCC3)[nH]c2c1	5%[76.3 µM]
COC(=O)c1ccc(NC(=O)c2cc(S(=O)(=O)N3CCOCC3)cn2C)cc1	-8%[76.3 µM]
CC1CCCN(C(=O)Cn2nnc(-c3ccc([N+](=O)[O-])cc3)n2)C1 (configuration not stated)	24%[76.3 µM]
COc1ccc2c(c1)c(C(C)=O)c(C)n2CCc1ccc(OC)c(OC)c1	13%
COc1ccc(NC(=O)C(=O)Nc2cccc3cccnc23)c(OC)c1	12%[76.3 µM]
C=Cc1ccc(CSc2nc(-c3ccccc3C)nc3c2Cc2c(CO)cnc(C)c2O3)cc1	13%[76.3 µM]
Cc1cccc(C(=O)N/C(=C\c2ccco2)C(=O)N2CCCCCC2)c1	-13%
CCOC(=O)c1csc(N/N=C2\CCc3ccccc32)n1	-4%
Cc1ccc(/C=N/NC(=O)c2cccc3ccccc23)o1	-2%[76.3 µM]
COc1ccc(CN(C)C(=O)C23CC4CC(CC(C4)C2)C3)c(OC)c1	5%
NC(=O)N/N=C1\CCS(=O)(=O)c2ccc(F)cc21	7%
COc1ccc(OC(C)C(=O)N(C)Cc2nc(-c3ccc(C)cc3)no2)cc1 (configuration not stated)	-3%[76.3 µM]
O=[N+]([O-])c1ccc(Nc2ccc(F)cc2)cc1	-2%
CC(C)CCNC(=O)C1CCCN(S(=O)(=O)c2ccc(-n3cnnn3)cc2)C1 (configuration not stated)	12%
COc1ccc(CCNC(=O)Cc2ccccc2)cc1OC	17%[76.3 µM]
CCCCN(CC)C(=O)CCCn1c(=O)c2cccn2c2ccccc21	9%[76.3 µM]
O=C(COc1ccc(Br)cc1)N(Cc1ccco1)C1CCS(=O)(=O)C1 (configuration not stated)	-8%[76.3 µM]
COc1ccccc1CNC(=O)COCc1cc(-c2cccs2)on1	4%[76.3 µM]
CN(C)/C=C/C(=O)c1ccc(OCCN(C)c2ccccn2)cc1	2%
C/C(CC(=O)Nc1cc(C)ccn1)=N\NC(=O)c1cccc(C)c1O	1%
COc1ccc(-n2c(COc3ccccc3)n[nH]c2=S)cc1	-27%[76.3 µM]
CC(C)c1nc2cc(C(=O)NC(c3cccnc3)C(F)(F)F)ccc2o1 (configuration not stated)	-2%[76.3 µM]
COCCCNC(=O)Cc1c(C)c2cc3c(cc2oc1=O)OC(C)(C)CC3	6%
CC(=O)c1cccc(NS(=O)(=O)c2ccc3c(c2)N(C(C)=O)CCO3)c1	-1%[76.3 µM]
CC(=O)c1ccc(NC(=O)c2ccc3snnc3c2)cc1	-5%[76.3 µM]
O=C(Cc1ccccc1)Nc1ccc(S(=O)(=O)N2CCCC2)cc1	-4%
COc1cc(C(=O)NCCCc2ccccc2)cc(OC)c1OC	-4%[76.3 µM]
COc1ccc(-c2[nH]c3c(c2-c2c(-n4cccc4)n(C)c(=O)n(C)c2=O)c(=O)n(C)c(=O)n3C)cc1	15%[76.3 µM]
O=C(NC(=S)N(CCO)Cc1ccccc1)c1ccc(F)cc1Cl	-20%
CC(=O)N1CCN(c2nnc(-c3ccccc3)c3ccccc23)CC1	-1%
Cc1ccc2c(c1)N(C(=O)CCC(=O)N1CCN(c3ccccn3)CC1)CCO2	-3%[76.3 µM]
Cc1cc(-c2ccccc2)nc(N/N=C/c2ccccc2F)n1	-15%[76.3 µM]
CCC(C)c1ccc(S(=O)(=O)N2CCN3CCCC3C2)cc1 (configuration not stated)	-3%[76.3 µM]
CC(C)c1ccc(NC(=O)C2CCC(CNC(=O)[C@@H]3Cc4ccccc4CN3)CC2)cc1 (some centres not stated)	1%[76.3 µM]
COc1cccc(NS(=O)(=O)c2ccc(C)c(C(=O)N3CCCCC3)c2)c1	-11%[76.3 µM]
CC(C)(C)c1ccc(OCC(=O)Nc2ccncc2)cc1	-4%[76.3 µM]
Cc1ccc(/C=C/c2onc(C)c2S(=O)(=O)N2CCC(C(=O)N3CCN(C)CC3)CC2)cc1	-3%[76.3 µM]
COc1ccc(-c2csc(NC(=O)C3CC(=O)N(Cc4ccccc4)C3)n2)cc1OC (configuration not stated)	5%[76.3 µM]
COc1ccccc1Nc1ccc(NS(=O)(=O)c2ccc(C(C)=O)cc2)cc1	?
COc1cc(C(=S)N2CCOCC2)ccc1OS(=O)(=O)c1ccc(Cl)cc1	1%[76.3 µM]
COC(=O)CCC(=O)NC1CC(C)(C)Cc2c1cnn2-c1ccccc1 (configuration not stated)	-14%[76.3 µM]
CC(C)CC(=O)Nc1nnc(S(=O)(=O)N2CCCCCC2)s1	-2%&-10%[76.3 µM]
Cn1c(CN2CCOCC2)nnc1SCC(=O)Nc1cccc(C(F)(F)F)c1	11%
O=C(CSc1nnc(NC(=O)c2cccc(Cl)c2)s1)NCC1CCCO1 (configuration not stated)	0%[76.3 µM]

Going on with the list:
SMILES	GAA glycogen mod
CN1CCN(c2nc(-c3ccccc3O)nc3ccccc23)CC1	-15%
O=C(O)C/C(=C\c1cc(Cl)c2c(c1)OCO2)c1nc2ccccc2s1	-4%
CCc1ccc(CSc2nc(-c3ccc(OC)cc3)nc3c2Cc2c(CO)cnc(C)c2O3)cc1	15%[76.3 µM]
C[C@@H](CSc1ccccc1)CN1CC[C@H](C(C)(C)C)CCC1=O	-11%[76.3 µM]
O=C(Nc1ccc(Br)cc1F)c1ccc2c(c1)OCCO2	12%
N=c1oc2ccccc2cc1C(=O)Nc1ccccc1	-3%[76.3 µM]
Cc1cccc(NC(=O)CSc2nnc(NC(=O)C3CCC3)s2)c1	12%[76.3 µM]
Cc1ccc(NC(=O)c2nnn(-c3ccc4c(c3)OCCO4)c2N)cc1	6%[76.3 µM]
CC(C)N(C(=O)Cn1cc(SCC(=O)Nc2ccccc2F)c2ccccc21)C(C)C	-9%[76.3 µM]
COc1ccccc1OCCSc1nc2ccccc2n1CC(O)CO (configuration not stated)	-4%[76.3 µM]
CCN(CC)C(=O)Cn1c(=O)n(CCCC(=O)NCc2ccc3c(c2)OCO3)c(=O)c2sccc21	-10%[76.3 µM]
COc1ccc(N(CC(=O)NCc2ccccc2)S(=O)(=O)c2c(C)n[nH]c2C)cc1	2%[76.3 µM]
COc1cccc(-c2ccc(NC(=O)C3CCCN(Cc4cnn(C)c4C)C3)cc2)c1 (configuration not stated)	-2%[76.3 µM]
COC(=O)CNC(=O)CN1C(=O)NC2(CCCc3ccccc32)C1=O (configuration not stated)	-3%
CC(=O)Nc1ccc(N(CC(=O)NC2CCCC2)C(=O)CCC(=O)Nc2cc(C)on2)cc1	10%
Cc1ccc(Cn2ncc3c(NN)ncnc32)cc1	?
COC(=O)CSc1nnc(-c2ccc(S(=O)(=O)N3CCCC3)cc2)o1	1%
CC(O)[C@H](NC(=O)C1CCN(C(=O)[C@H](Cc2ccccc2)NC(=O)OC(C)(C)C)CC1)C(=O)O (some centres not stated)	-5%
O=c1c([N+](=O)[O-])c(O)c2ccccc2n1Cc1ccccc1	-7%
O=C(NCc1ccncc1)C(=O)NCC1OCCCN1S(=O)(=O)c1ccc(F)cc1 (configuration not stated)	-3%[76.3 µM]
CC(C)c1ccc(C2C(C(=O)c3ccco3)=C(O)C(=O)N2CCN2CCOCC2)cc1 (configuration not stated)	0%
COC(=O)c1ccc(C(=O)Nc2ccc3nc(-c4ccncc4)[nH]c3c2)cc1	-7%
O=C(O)/C=C/C(=O)c1c(-c2ccccc2)[nH]c2ccccc12	0%[76.3 µM]
CCOc1ccc(N(CC(=O)NCc2ccccc2)C(=O)CCC(=O)Nc2nccs2)cc1	-6%[76.3 µM]
Cc1ccccc1NC(=S)N1CCN(c2ccccc2C)CC1	-12%[76.3 µM]
COCc1c(C(=O)N/N=C/c2ccncc2)nnn1-c1nonc1N	9%
CCOc1ccccc1NC(=O)CN1CCN(Cc2ccccc2)CC1	-5%
Cc1nn(C)cc1CNC(=O)C1CCC(=O)N(Cc2cccc(C(F)(F)F)c2)C1 (configuration not stated)	-2%[76.3 µM]
O=S(=O)(c1cccc2nsnc12)N1CCNCC1	-8%[76.3 µM]
NC(=O)c1cc(S(=O)(=O)NCc2ccccc2)cs1	0%[76.3 µM]
O=C(Nc1cc(Cl)cc(Cl)c1)Nc1cnccn1	-3%[76.3 µM]
CN(CCNC(=O)c1cc2c(-c3ccccc3F)nn(C)c2s1)C1CCCCC1	-7%
CCn1c(SC)nnc1C1CCN(CC(=O)Nc2ccccc2N2CCOCC2)CC1	0%[76.3 µM]
O=C1CCC(=O)N(c2ccccc2)N1	0%
Cc1cc(OC(=O)c2ccccc2C)c([N+](=O)[O-])c(=O)[nH]1	-2%[76.3 µM]
CCOC(=O)c1nnn(-c2nonc2N)c1CN1CCCC1	8%[76.3 µM]
Cc1ccccc1Oc1nc2c(c(=O)n(C)c(=O)n2C)n1C	7%

Ordered by value in GAA glycogen mod (lowest first): some entries from above
Structure | GAA glycogen mod
CN(CCNC(=O)c1cc2c(-c3ccccc3F)nn(C)c2s1)C1CCCCC1 | -7%
CCOc1ccccc1NC(=O)CN1CCN(Cc2ccccc2)CC1 | -5%
Cc1ccccc1Oc1nc2c(c(=O)n(C)c(=O)n2C)n1C | 7%
COCc1c(C(=O)N/N=C/c2ccncc2)nnn1-c1nonc1N | 9%
